# Menin-MLL TR inh: inhibitors of human menin-MLL interaction, mutant MLL peptide | Menin + Texas Red MLL mutant peptide, fluorescence polarization | Potency, µM (highest dose often 61.6 µM), for the others: at the highest dose FP activity change, negative = inhibition, most hits filed as inhibitors | 270,000 tested, 0.23% active | O00255; active = well fitted inhibition curve with a large enough effect in the polarisation, with a control signal flat, not every such curve was filed as active; inconclusive = small, poorly fitted or top-dose-only effect, or effect the other way, or a change in a side signal; inactive = no such curve, though single readings can be large or run the other way; the % refers to the polarisation; also: % of control where 0% means no effect; many of its hits are not listed in these tables
# Target sequence (O00255 whole entry, looked up): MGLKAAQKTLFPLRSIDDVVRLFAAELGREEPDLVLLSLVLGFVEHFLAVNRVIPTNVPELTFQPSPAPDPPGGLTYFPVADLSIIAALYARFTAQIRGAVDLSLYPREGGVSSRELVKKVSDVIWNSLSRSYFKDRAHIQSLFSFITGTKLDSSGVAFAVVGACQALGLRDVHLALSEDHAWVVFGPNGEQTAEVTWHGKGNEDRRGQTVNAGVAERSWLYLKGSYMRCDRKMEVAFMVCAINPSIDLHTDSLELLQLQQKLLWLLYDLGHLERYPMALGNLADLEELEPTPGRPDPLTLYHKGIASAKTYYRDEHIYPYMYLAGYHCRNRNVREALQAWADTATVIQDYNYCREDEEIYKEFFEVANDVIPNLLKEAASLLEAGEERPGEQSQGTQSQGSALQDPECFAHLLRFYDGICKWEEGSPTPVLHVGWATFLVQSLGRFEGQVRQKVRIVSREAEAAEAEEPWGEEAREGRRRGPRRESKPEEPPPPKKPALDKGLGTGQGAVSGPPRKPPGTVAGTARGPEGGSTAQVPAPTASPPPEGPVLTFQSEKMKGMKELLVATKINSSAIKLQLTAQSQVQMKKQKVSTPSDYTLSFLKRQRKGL
# * marks the source's active call; other numbers are inactive results; ? = inconclusive; & = joins results of further samples; [ ] = remark or other dose. Potency is read from the fitted curve at half-maximal effect. Some of the compounds tested; the hit share may differ from the screen's.
# A first look:
Menin-MLL TR inh,canonical_smiles
1.3%,O=c1ncccn1[C@@H]1O[C@H](CO)C(O)[C@@H]1O (stereo not given in full)
?,CC(CCC(=O)O)C1CCC2C3CC[C@H]4CC(O)CC[C@@]4(C)C3C=C[C@]12C (stereo not given in full)

# All compounds of this part, previewed entries included:
Menin-MLL TR inh,canonical_smiles
1.3%,O=c1ncccn1[C@@H]1O[C@H](CO)C(O)[C@@H]1O (stereo not given in full)
?,CC(CCC(=O)O)C1CCC2C3CC[C@H]4CC(O)CC[C@@]4(C)C3C=C[C@]12C (stereo not given in full)
?,CC(=O)N1CCC2(CCN(Cc3ccc(C#N)cc3)CC2)CC1
0.5%,COCCN1C(=O)N[C@@H](CCc2ccccc2)C(C(=O)OC)=C1C
-6.2%,CN(C)C(=O)c1ccc(-c2cncnc2NC2CCNCC2)cc1
0.1%,COc1ccc2c(c1)O[C@@H](c1ccc3c(c1)OCO3)[C@H](O)C2=O
-1.6%,CC[C@H](C)[C@H](NC(=O)[C@H](Cc1ccc(O)cc1)NC(=O)[C@@H](NC(=O)[C@H](CCCN=C(N)N)NC(=O)[C@@H](N)CC(=O)O)C(C)C)C(=O)N[C@@H](Cc1cnc[nH]1)C(=O)N1CCC[C@H]1C(=O)O
-9.8%,COc1ccccc1CCn1c(=O)c(CCc2ccccc2)nc2cncnc21
-5.6%,Cc1ccccc1-c1cc(N2CCNCC2)ncn1
-5.5%,CN1CCN(c2nc(-c3ccc4c(c3)OCO4)nc3ccccc23)CC1
?,O=c1cc(-c2cccc(-c3ccc(C(F)(F)F)cc3)c2)c2cc3c(cc2o1)OCO3
?,C=Cc1c(C)/c2[n-]/c1=C\c1[n-]c(c(CC)c1C)/C=c1\[n-]c3c(c1C)C(=O)C(C(=O)[O-])C=3c1[n-]c(c(C)c1CCC(=O)[O-])\C=2.[Cu].[Na+].[Na+] (stereo not given)
-20.8%,COc1ccc(-n2c(=O)c(-c3ccc(F)c(F)c3)nc3cncnc32)cc1
-5.4%,COC(=O)N1CCC2(CC1)CN(C(=O)Nc1cccc(F)c1)C2
13.1%,CC(N)CCCC(C)(C)O (stereo not given)
-10.5%,COCC(=O)N1CCC[C@@]2(CCN(Cc3cc(C(F)(F)F)cc(C(F)(F)F)c3)C2)C1
0.3%,O=C(N[C@H]1CCCc2ccccc21)O[C@@H]1C(=O)c2cc(Br)ccc2O[C@H]1c1ccc2c(c1)OCO2
-15.1%,COc1ccc(NC(=O)N2CC3(CCN(C(=O)c4ccncc4)CC3)C2)cc1
4.8%,O=C(O)C1CC(CCCP(=O)(O)O)CCN1 (stereo not given)
10.0%,COc1cccc([C@@H]2Oc3ccc(Br)cc3C[C@H]2OC(=O)Nc2ccc(C)c(Br)c2)c1
-16.3%,O=c1cnc2cnc(Oc3ccccc3)nc2n1C1CC1
4.1%,C=C(C)C(=O)C1CCCCC1
-24.4%,CN1CCN(c2ncncc2-c2ccccc2C(F)(F)F)CC1
-1.7%,O=C(c1csnn1)N1CCC2(CC1)CCN(c1ccccn1)CC2
-1.2%,O=C1OC2C[C@H]1[C@@H]1C(=O)N(Cc3ccccc3)CCC1C2I (stereo not given in full)
-10.3%[24.8 µM],O=c1c(-c2ccc(O[C@@H]3O[C@H](CO)[C@@H](O)[C@H](O)[C@H]3O)cc2)coc2cc(O)cc(O)c12
2.2%,COC(=O)N1CCC2(CCN(Cc3ccccc3OC)CC2)CC1
5.5%&1.9%[11.7 µM],COC(=O)C1=C(C)N(Cc2ccccc2)C2=C3C(=O)CCCC3[C@@](O)(C(=O)OC)C(=O)N2C1c1ccccc1 (stereo not given in full)
1.2%,N#CCCn1c(=O)c(-c2ccc(Cl)cc2)nc2cnc(Oc3ccccc3)nc21
?,NC(Cc1cc(I)c(Oc2cc(I)c(O)c(I)c2)c(I)c1)C(=O)O (stereo not given)
9.1%[24.8 µM],O=C(Nc1ccccc1)[C@@]12C[C@@H]1/C(=N/O)c1ccccc1O2
-16.6%,c1ccc(C(c2ccccc2)N2CCCC3(CCNCC3)C2)cc1
?,CCNc1ncc2nc(-c3ccc(OC)cc3)c(=O)n(CCc3ccccc3)c2n1
7.9%,COc1cccc([C@@H]2Oc3ccc(OC)cc3C(=O)[C@H]2OC(=O)NCCc2ccc(OC)c(OC)c2)c1
0.3%,CC(C)(S)[C@H](N)C(=O)O
2.8%,COc1ccc(Oc2ncc3ncc(=O)n(Cc4cccs4)c3n2)cc1
9.1%[24.8 µM],CS(=O)(=O)Nc1c(O)ccc2c1CCC[C@H]2C1=NCCN1
28.6%,Cc1noc(C)c1-c1ccc2ncnc(NCc3ccc4[nH]ccc4c3)c2c1
18.0%,O=C(Nc1ccccc1)N1CC2(CCN(S(=O)(=O)c3ccccc3)CC2)C1
19.4%,COc1ccc(CNc2ncnc3ccc(-c4cccc(NS(C)(=O)=O)c4)cc23)c(OC)c1
0.1%[11.7 µM],COc1ccc(OC2C=CC(c3ccccc3)OC2CO)cc1 (stereo not given)
-10.2%,O=C(c1cccc(F)c1)N1CCC2(CC1)CN(c1ncccn1)C2
3.4%,Cc1nc2cnc(N(C)C)nc2n(C[C@H]2CCCO2)c1=O
?,CC1(C)CCC[C@@](C)([C@H]2CC[C@]3(C)[C@@H]2[C@H](O)C[C@@H]2[C@@]4(C)CC[C@H](O)C(C)(C)[C@@H]4[C@@H](O)C[C@]23C)O1
6.1%,Cc1noc(C)c1C(=O)N1CCC2(CCN(Cc3ccccc3)CC2)CC1
26.9%,COc1ccc2[nH]cc(CCNc3ncnc4ccc(-c5c(C)noc5C)cc34)c2c1
?,c1ccc(CNc2nc(-c3ccc4c(c3)OCO4)nc3ccccc23)cc1
?,O=c1c(-c2ccc(Cl)cc2)nc2cnc(Nc3ccccc3)nc2n1C[C@H]1CCCO1
-3.4%,[O]=[Bi][O][Bi]=[O]
4.7%,COc1ccc(-c2nc3cnc(OC)nc3n(Cc3ccc(F)cc3)c2=O)cc1
18.1%,COc1ccccc1-c1cc(Nc2ccc(F)cc2)ncn1
?,CCNc1ncc2nc(-c3cccc(C#N)c3)c(=O)n(C)c2n1
14.0%,CN1CCN(c2ncc3nc(-c4cccs4)c(=O)n(Cc4cccs4)c3n2)CC1
-12.9%,COC1C(O)CC(=O)OC(C)C/C=C/C=C/[C@@H](OC2CCC(N(C)C)C(C)O2)C(C)C[C@@H](CC=O)[C@@H]1O[C@H]1OC(C)[C@H](O[C@@H]2C[C@@](C)(O)C(O)C(C)O2)C(N(C)C)C1O (stereo not given in full)
0.2%&7.4%[24.8 µM],C[C@@](N)(C(=O)O)c1ccc(C(=O)O)cc1
3.9%[11.7 µM],CO[C@@H]1COC(=O)[C@H](COCc2ccccc2)NC(=O)C/C=C\[C@@H](C)[C@H](OC)COC(=O)[C@@H](C)NC(=O)C/C=C\[C@H]1C
-6.4%,C#CCn1c(=O)c2c(nc(/C=C/c3cccc(OC)c3)n2C)n(CCCO)c1=O
?,N#Cc1ccc(CN2CCC3(CC2)CCN(S(=O)(=O)c2ccccc2)CC3)cc1
-10.5%,CC(C)C1NC(=O)[C@H](CCCCN)NC(=O)[C@@H](Cc2c[nH]c3ccccc23)NC(=O)[C@H](Cc2ccc(O)cc2)NC(=O)[C@H](C)N(C)C(=O)[C@H](Cc2ccccc2)NC1=O (stereo not given in full)
-1.6%,COc1cccc([C@@H]2Oc3ccc(OC)cc3C[C@H]2OC(=O)NCc2ccco2)c1

# The list goes on:
Menin-MLL TR inh,canonical_smiles
-13.1%,CN(C)Cc1ccccc1-c1ccc2ncnc(N(C)C)c2c1
-14.6%,CO[C@H]1C[C@@H]2CC[C@@H](C)[C@@](O)(O2)C(=O)C(=O)N2CCCC[C@H]2C(=O)O[C@H]([C@H](C)C[C@@H]2CC[C@@H](O)[C@H](OC)C2)CC(=O)[C@H](C)/C=C(\C)[C@@H](O)[C@@H](OC)C(=O)[C@H](C)C[C@H](C)/C=C/C=C/C=C/1C
-2.7%,NCCC[C@@H](CC(=O)N[C@@H]1CCCC[C@H]1C(=O)N[C@H](CC(=O)N[C@@H](CCC(=O)O)CC(=O)O)Cc1ccccc1)NC(=O)C[C@H](CO)NC(=O)[C@@H]1CCCC[C@H]1N
-11.7%,COc1ccc(-c2nnc3n2N=C(c2ccc(OC)c(OC)c2)CS3)cc1
-5.7%,O=[N+]([O-])c1cc2nc(O)c(O)nc2cc1[N+](=O)[O-]
-13.9%,CC(C)NC(=O)N1CC2(CCN(S(=O)(=O)c3ccccc3)CC2)C1
1.0%,Cc1ccc(C(O)C2=CCCC2=O)cc1 (stereo not given)
?,COc1ccc(C(=O)C2C3C4COC(O4)C(=O)C3C3C=Cc4ccccc4N32)c(OC)c1 (stereo not given)
-14.8%,CC(C)C[C@@H](CC(=O)N[C@@H](CCC(=O)O)CC(=O)O)NC(=O)[C@@H]1CCCC[C@H]1NC(=O)C[C@H](CCCN)NC(=O)C[C@H](CO)NC(=O)[C@@H]1CNCC[C@H]1N
21.6%,COCC(=O)N1CCC[C@@]2(CCN(c3ccccn3)C2)C1
3.9%[11.7 µM],CO[C@H]1COC(=O)[C@@H](C)NC(=O)C/C=C\[C@@H](C)[C@H](OC)COC(=O)C/C=C\[C@@H]1C
2.1%&-3.2%,OCC1OC(n2cnc3c(=S)nc[nH]c32)C(O)C1O (stereo not given)
-0.6%,Cc1cccc(C)c1NC(=O)CN1CCCCCC1
-9.8%,O=C(c1cccc(F)c1)N1CCC2(CC1)CCN(c1ccncc1)CC2
-1.1%,O=c1[nH]cnc2c1ncn2C1CC(O)C(CO)O1 (stereo not given)
1.2%,COc1ccc(CNc2nc(NCc3ccc(OC)cc3)c3ncn(C4CCCCC4)c3n2)cc1
-20.4%,COc1cccc(C2=Nn3c(nnc3-c3ccccc3C)SC2)c1
2.5%,C=CCOC(=O)N[C@H](/C(C(=O)OC)=C(\C)NCc1ccccc1)c1cccc(OC)c1
-0.5%,CN(C)C1C(=O)C(C(N)=O)=C(O)[C@@]2(O)C(=O)C3=C(O)c4c(O)ccc(Cl)c4C(O)[C@H]3C[C@@H]12 (stereo not given in full)
5.5%,COc1ccc(-n2c(=O)c(-c3ccccc3)nc3cncnc32)cc1
6.8%,O=c1c(-c2cccc(F)c2)nc2cncnc2n1-c1ccccc1
3.1%,CC(=O)N1CCC2(CCCN(c3ccncc3)C2)CC1
-0.5%[24.8 µM],Nc1ncnc2c1ncn2[C@@H]1O[C@H](COP(=O)(O)OP(=O)(O)O)[C@@H](O)[C@H]1O
5.2%,N#CCCCS(=O)(=O)c1nnnn1-c1ccc(Br)cc1
?,O=C(O)c1cc2ccccc2c(Cc2cc3ccccc3c(C(=O)O)c2O)c1O (tested in a mixture with another compound)
-8.7%,CC(C)C[C@H](NC(=O)[C@@H]1CCCN1C(=O)[C@H](Cc1ccccc1)NC(=O)[C@H](C)NC(=O)[C@H](CCC(=O)O)NC(=O)[C@H](C)NC(=O)[C@H](CO)NC(=O)[C@H](CCC(=O)O)NC(=O)[C@H](CC(=O)O)NC(=O)[C@H](CCC(=O)O)NC(=O)[C@H](C)NC(=O)CNC(=O)[C@H](CC(N)=O)NC(=O)[C@@H]1CCCN1C(=O)[C@H](Cc1ccc(O)cc1)NC(=O)[C@@H](NC(=O)[C@H](CCCCN)NC(=O)[C@@H](NC(=O)[C@@H]1CCCN1C(=O)[C@@H](N)CCCNC(=N)N)C(C)C)C(C)C)C(=O)N[C@@H](CCC(=O)O)C(=O)N[C@@H](Cc1ccccc1)C(=O)O
2.4%,O=C(c1cccc(F)c1)N1CCC[C@@]2(CCN(Cc3ccccc3)C2)C1
1.1%[24.8 µM],N[C@H](Cn1ccc(=O)n(Cc2ccccc2C(=O)O)c1=O)C(=O)O
23.9%,COCC(=O)N1CCC2(CCCN(C(=O)Nc3cccc(C#N)c3)C2)CC1
-7.2%,CN(Cc1ccco1)c1cc(-c2cccnc2)ncn1
11.9%,COc1ccc(-c2nc3cnc(N4CCNCC4)nc3n(Cc3cccs3)c2=O)cc1
-4.7%,COC(=O)C1C2CC3c4[nH]c5cc(OC)ccc5c4CCN3CC2CC(OC)C1OC (stereo not given)
-14.8%,Nc1ccc2cc3ccc(N)cc3nc2c1
8.5%,Cc1noc(C)c1C(=O)N1CCC2(CCN(Cc3nccs3)CC2)CC1
-4.4%,CC(C)CC(NC(=O)OCC1c2ccccc2-c2ccccc21)C(=O)O (stereo not given)
9.5%[11.7 µM],CCOC(=O)OCC1OC(C#CC(C)(C)C)C=CC1OC(=O)OCC (stereo not given)
8.5%[11.7 µM],C=C(C)C(O)/C=C/c1ccc(C)cc1 (stereo not given)
2.1%,COc1ccc(Oc2ncc3nc(-c4ccc(Cl)cc4)c(=O)n(C4CC4)c3n2)cc1
-2.0%[11.7 µM],C[C@@H]1NC(=O)C/C=C\[C@@H](C)[C@@H]2C=C[C@H](O)[C@@H](COC(=O)[C@H](C)NC(=O)C/C=C\[C@@H](C)[C@@H]3C=C[C@H](O)[C@@H](COC1=O)O3)O2
0.7%,CC(C)OC(=O)Nc1ccc2nc(-c3cscn3)[nH]c2c1

# Copied from the results shown (5 entries):
Menin-MLL TR inh,canonical_smiles
9.5%[11.7 µM],CCOC(=O)OCC1OC(C#CC(C)(C)C)C=CC1OC(=O)OCC (stereo not given)
8.5%[11.7 µM],C=C(C)C(O)/C=C/c1ccc(C)cc1 (stereo not given)
2.1%,COc1ccc(Oc2ncc3nc(-c4ccc(Cl)cc4)c(=O)n(C4CC4)c3n2)cc1
-2.0%[11.7 µM],C[C@@H]1NC(=O)C/C=C\[C@@H](C)[C@@H]2C=C[C@H](O)[C@@H](COC(=O)[C@H](C)NC(=O)C/C=C\[C@@H](C)[C@@H]3C=C[C@H](O)[C@@H](COC1=O)O3)O2
0.7%,CC(C)OC(=O)Nc1ccc2nc(-c3cscn3)[nH]c2c1

# Later entries:
Menin-MLL TR inh,canonical_smiles
-0.6%,Cc1cnc(CNc2ccnc(-c3ccc(C(=O)N(C)C)cc3)n2)cn1
0.9%,CC(C)C[C@@H](CC(=O)N[C@@H](CCCN)CC(=O)N[C@@H]1CCCC[C@H]1C(=O)N[C@H](CC(=O)N[C@@H](CCC(=O)O)CC(=O)O)Cc1ccccc1)NC(=O)[C@@H]1CNCC[C@H]1N
2.0%,C/C1=C/CC(C)(C)/C=C/C/C(C)=C/CC1
-5.6%[11.7 µM],COC(=O)NC(CC(C)=O)c1cccs1 (stereo not given)

# Screens as filed in PubChem.
